RBBP9 inh: inhibitors of human serine hydrolase RBBP9 | AID 1515 | actives 0.2% (n = 220,000) | recombinant RBBP9, FP-Rh probe fluorescence polarization | inhibition, % at 7.94 µM | O75884;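 active = inhibition above the campaign mean of all tested compounds plus 3 SD, cut at about 14% in these data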;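 also: plate controls were DMSO wells with RBBP9 for no effect and wells lacking RBBP9 protein for full effect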
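Test system – recombinant human RBBP9 · Input – RBBP9 2.5 µM in dispensing solution, pre-mixing · Medium – Tris buffer pH 8.0, NaCl, Pluronic · Schedule – preincubation 30 min plus labeling 45 min at 25 °C · Measured by – fluorescence polarization · Measure – % inhibition · Controls – DMSO and no-protein wells · Replicates – one well per compound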
NPY2 pot ag: human NPY-Y2 potentiation or agonism, primary screen | P49146 | cells expressing NPY-Y2, potentiator/agonist read-out | activation, % at 3.6 µM | actives 0.45% (n = 220,000) | AID 1359; in the data active = activation above about 27%;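 also: cells stimulated with NPY near EC25 plus isoproterenol at EC100; 0% = vehicle plus submaximal agonist and 100% = vehicle plus saturating agonist; some results beyond the cut were filed as inactive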
BaF3 parental: parental Ba/F3 viability inhibition as JAK2V617F counter-screen | CellTiter-Glo ATP luminescence | inhibition, % at 5.6 µM | actives 1.1% (n = 220,000);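 active = inhibition above a per-campaign cutoff, the mean inhibition of all tested compounds plus 3 SD, cut at about 27% in these data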;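 also: 0% = DMSO wells and 100% = JAK Inhibitor I control wells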
NPY1 pot ag: potentiators or agonists of human neuropeptide Y receptor Y1 | NPY-Y1 expressing cells, potentiator/agonist activation | activation, % at 3.6 µM | actives 0.37% (n = 220,000) | AID 1304; in the data active = activation above about 33%, passing the limit was not always enough;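 also: cells stimulated with NPY at EC10 then isoproterenol at EC100; 0% = low agonist plus stimulus and 100% = saturating agonist plus stimulus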
S1P4 antag: antagonists of human S1P4 receptor | inhibition, % at 4.98 µM | actives 0.26% (n = 220,000) | S1P4-expressing cells, antagonist mode, reporter read-out | AID 1510; in the data active = inhibition above about 29%;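 also: 0% = wells stimulated with agonist and 100% = vehicle wells without agonist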
Target sequence (O95977 whole entry, looked up): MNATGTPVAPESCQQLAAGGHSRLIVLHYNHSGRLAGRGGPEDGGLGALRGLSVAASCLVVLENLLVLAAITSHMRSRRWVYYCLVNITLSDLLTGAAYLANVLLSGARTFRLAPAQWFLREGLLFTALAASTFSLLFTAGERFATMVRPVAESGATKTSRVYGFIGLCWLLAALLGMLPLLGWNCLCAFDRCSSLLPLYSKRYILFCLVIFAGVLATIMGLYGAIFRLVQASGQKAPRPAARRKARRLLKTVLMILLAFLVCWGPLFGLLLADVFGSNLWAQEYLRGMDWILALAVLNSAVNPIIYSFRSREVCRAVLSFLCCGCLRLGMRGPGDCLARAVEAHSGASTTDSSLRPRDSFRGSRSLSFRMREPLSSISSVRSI
NPY Y1 blocker: NPY-Y1 (human) receptor antagonism; P25929; HEK293-CNG Y1 cells, membrane potential fluorescence; NPY at EC95, then isoproterenol; inhibition, % at 3.6 µM; actives 1% (n = 200,000); AID 1040;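 active = inhibition above the campaign mean inhibition of all tested compounds plus 3 SD, cut at about 20% in these data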;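 also: 0% = DMSO wells given NPY plus isoproterenol and 100% = isoproterenol alone without NPY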
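Benchmarks – high control isoproterenol alone, low control NPY with isoproterenol · Material – HEK293 Y1/CNG channel cell line · Times – dye 3 h, compound 60 min room temperature, stimulation 45 min · Probe or stimulus – NPY (25 nM), isoproterenol (1 µM), Ro 20-1724 (25 µM) · Evaluation – % inhibition of NPY effect · Signal – fluorescence, membrane potential probe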
S1P4 agonist: activates the human S1P4 receptor | activation, % at 4.98 µM | O95977 | actives 0.35% (n = 220,000) | S1P4-expressing cell line, agonist reporter assay; in the data active = activation above about 11%;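 also: 0% = DMSO vehicle and 100% = reference agonist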
Runt-CBFb FRET: blocks binding of human RUNX1 Runt domain to CBFb. Q01196+Q13951. Cerulean-Runt/Venus-CBFb FRET ratio 530/480, 1 h. inhibition, % at 20 µM. actives 0.46% (n = 220,000). AID 1496;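 active = inhibition over about 50% at 20 µM in the single-dose screen, limit read from the data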;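 also: 0% = DMSO wells and 100% = excess unlabeled CBFb competitor control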
Target sequence (Q01196 whole entry, looked up, the tested form may be a part): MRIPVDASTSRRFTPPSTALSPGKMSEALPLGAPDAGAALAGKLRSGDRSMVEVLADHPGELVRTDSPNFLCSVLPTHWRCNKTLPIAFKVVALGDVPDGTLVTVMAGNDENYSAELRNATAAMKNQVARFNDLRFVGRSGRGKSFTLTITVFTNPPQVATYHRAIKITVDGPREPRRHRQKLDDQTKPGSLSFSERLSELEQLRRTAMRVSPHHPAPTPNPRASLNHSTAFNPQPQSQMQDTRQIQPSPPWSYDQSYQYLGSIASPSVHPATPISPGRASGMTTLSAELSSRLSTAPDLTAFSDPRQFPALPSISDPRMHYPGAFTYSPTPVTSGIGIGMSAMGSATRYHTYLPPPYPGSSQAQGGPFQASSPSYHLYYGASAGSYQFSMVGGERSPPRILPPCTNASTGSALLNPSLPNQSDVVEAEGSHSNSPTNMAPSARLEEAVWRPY
Target sequence (Q13951 whole entry, looked up, the tested form may be a part): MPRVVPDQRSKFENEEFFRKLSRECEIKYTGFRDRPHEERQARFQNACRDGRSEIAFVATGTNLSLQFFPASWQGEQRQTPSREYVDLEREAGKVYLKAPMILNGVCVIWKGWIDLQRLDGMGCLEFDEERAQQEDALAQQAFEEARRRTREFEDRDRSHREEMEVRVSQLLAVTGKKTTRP
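test system = Cerulean-Runt domain fusion protein, energy donor | probe or stimulus = Venus-CBFb binding partner, 100 nM | incubation = two 1 h room-temperature incubations shielded from light | detection = fluorescence energy transfer, 422 nm excitation, 530/480 nm emission | measure = loss of energy transfer signal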
Ba/F3 V617F tox: reduce viability of Ba/F3 cells dependent on JAK2V617F | inhibition, % at 5.6 µM | Ba/F3 EpoR-JAK2V617F viability, ATP luminescence | actives 1.1% (n = 220,000);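 active = inhibition above the campaign mean plus 3 SD over all tested compounds, cut at about 24% in these data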;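 also: cytokine-independent growth of Ba/F3 cells driven by EpoR plus mutant JAK2; 0% = DMSO-treated cells and 100% = JAK inhibitor I control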
An asterisk follows results filed as active; · = not tested or not shown; & = joins results of further samples.

SMILES | RBBP9 inh | NPY2 pot ag | BaF3 parental | NPY1 pot ag | S1P4 antag | NPY Y1 blocker | S1P4 agonist | Runt-CBFb FRET | Ba/F3 V617F tox
COc1ccccc1-n1c(CNC(=O)c2cccs2)n[nH]c1=S | -10 | -6 | 10 | 5 | -8 | -5 | 0.3 | 1 | 3
O=C(CCn1c(=O)[nH]c2ccccc2c1=O)N1CCN(c2ccc(Cl)cc2)CC1 | 4 | 10 | 0 | -24 | -6 | 1 | -0.7 | -1 | -7
O=C(N/N=C/c1cccc(O)c1)c1ccc(COc2ccc3c(c2)CCC3)o1 | -36 | -24 | 1 | -12 | -3 | 4 | -2.3 | 2 | -6
O=C(CN1CCN(c2ccccc2)CC1)Nc1cccc(C(F)(F)F)c1 | -2 | -12 | 8 | -21 | 2 | 20 | -1.6 | 59* | 2
CCOc1cc(N2CCOCC2)c(OCC)cc1NC(=O)c1ccc(NC(C)=O)cc1 | -9 | 9 | 6 | 9 | -4 | 5 | -0.1 | 1 | 1
O=C(c1ccco1)N1CCN(c2cc(N3CCOCC3)c(F)cc2[N+](=O)[O-])CC1 | -1 | 5 | 2 | 10 | -6 | 2 | 0.8 | -1 | -1
O=C1CC2(CC(c3ccc(Cl)cc3)=NO2)C(=O)N1c1ccccc1 (configuration not stated) | 0 | -38 | 21 | -32 | 4 | · | -1.6 | 1 | -5
CCC(CCC(=O)NNC(=O)Cc1ccc([N+](=O)[O-])cc1)C(=O)O (configuration not stated) | 0 | -7 | -3 | -29 | -3 | · | 2.7 | 2 | 0
O=C(O)C1C2CC2CN1C(=O)c1ccc(Cl)cc1Cl (configuration not stated) | 3 | 6 | 8 | 4 | -8 | 6 | 0.1 | 2 | 1
O=C(NCc1ccco1)c1ccc2c(c1)N(Cc1ccccc1)C(=O)CS2 | -6 | -5 | 6 | -22 | -21 | 1 | 2.6 | 1 | 0
Cc1ccc(C2=NN(Cc3nnc(-c4ccccc4)o3)C(=O)SC2)cc1 | -7 | -21 | 2 | -40 | -19 | 9 | 1.9 | -3 | -2
CCc1cccc(C)c1NC(=O)CSc1ncn[nH]1 | 5 | 8 | 2 | 12 | -3 | -1 | -3.4 | 1 | -4
COc1ccc(C(=O)C[n+]2cc(-c3ccc(OC)cc3)n3c2CCCC3)cc1 | -3&-2 | -1&5 | 64* | 4&7 | -20&-7 | 1&3 | 1.1&1.0 | 1&-1 | 65*
Cc1ccc(C)c(C2=CSC3=NS(=O)(=O)CCN23)c1 | -10 | -1 | 2 | 12 | -12 | 1 | -0.2 | 0 | 0
O=C(CSc1nc(O)cc(=O)[nH]1)N1CCCc2ccccc21 | 6 | 0 | -4 | -6 | -11 | 3 | 2.3 | 1 | 2
COc1ccccc1NC(=O)Cc1csc(NC(=O)c2ccccc2)n1 | -5 | -4 | 8 | -2 | 2 | -4 | 0.9 | 0 | 5
CC(=O)c1c(C)n([O-])c2ccccc2[n+]1=O | -6 | -7 | 5 | 11 | -2 | 5 | -1.7 | 2 | 4
CC(C)N(C)CCOC(=O)C1COc2ccccc2O1 (configuration not stated) | -5 | 4 | 0 | 20 | 8 | · | 1.2 | 3 | -5
Cc1ccc(CN2C(=O)CCC2C(=O)NCCCN2CCOCC2)cc1 (configuration not stated) | -10 | 3 | 7 | 8 | -22 | -3 | 0.5 | -1 | 2
O=C(Nc1ccc(Cl)cc1Cl)NC1CCCC1 | -10 | -1 | 4 | -1 | 7 | 5 | -0.8 | -2 | 0

Quoted at random: 2 records from the list, in no set order.
SMILES | RBBP9 inh | NPY2 pot ag | BaF3 parental | NPY1 pot ag | S1P4 antag | NPY Y1 blocker | S1P4 agonist | Runt-CBFb FRET | Ba/F3 V617F tox
O=C(Nc1ccc(Cl)cc1Cl)NC1CCCC1 | -10 | -1 | 4 | -1 | 7 | 5 | -0.8 | -2 | 0
CC(=O)c1c(C)n([O-])c2ccccc2[n+]1=O | -6 | -7 | 5 | 11 | -2 | 5 | -1.7 | 2 | 4

Additional results follow.
SMILES | RBBP9 inh | NPY2 pot ag | BaF3 parental | NPY1 pot ag | S1P4 antag | NPY Y1 blocker | S1P4 agonist | Runt-CBFb FRET | Ba/F3 V617F tox
Cc1ccccc1N1C(=O)C2C3CC(=O)C(c4ccccc43)C2C1=O (configuration not stated) | -9 | 2 | 2 | 15 | -12 | -2 | 0.6 | -2 | 0
CC1(C)Oc2ccc3ccc(=O)oc3c2/C(=C/Nc2ccc(O)cc2)C1=O | 0 | 3 | 9 | 9 | -4 | -2 | -0.4 | -2 | 3
O=C1/C(=C\c2ccco2)NC(=S)N1c1ccccc1 | -3 | -14 | 8 | -3 | -1 | 0 | 0.0 | 10 | 1
O=C(Cc1c(F)cccc1Cl)Nc1ccc(-n2cnnn2)cc1 | -7 | 15 | 2 | 5 | 5 | 0 | 0.1 | -2 | -2
CN1CCN(S(=O)(=O)c2ccc(Br)s2)CC1 | 9 | -4 | 3 | 7 | 0 | -2 | 1.3 | -1 | 3
CCSc1nnc(-c2ccccc2N)c(=O)[nH]1 | -7 | -5 | 0 | 1 | -5 | -9 | -1.0 | -1 | 6
Cc1cccc(NC(=O)c2ccccc2OCC(=O)N2CCCC2)c1C | -6 | -10 | -3 | 3 | -36 | -2 | 2.1 | 0 | 4
CCC(C)[C@H](NC(=O)N1CCCC1)C(=O)O (some centres not stated) | -7 | -12 | 4 | -4 | -8 | 5 | 1.3 | -2 | 4
COc1ccc(S(=O)(=O)Nc2nc3ccccc3s2)cc1 | -6 | 6 | 5 | 6 | -4 | 1 | 0.3 | 2 | 1
COCCN1C(=O)c2oc3cc(C)c(C)cc3c(=O)c2C1c1ccc(O)cc1 (configuration not stated) | -2 | -3 | -4 | 10 | -36 | -3 | -0.2 | · | -6
COc1cccc(/C=C/C(=O)OCC(=O)Nc2ccccc2Sc2ccccc2)c1 | -9 | -26 | 10 | -63 | -3 | 14 | -1.0 | -1 | 6
CCOc1ccccc1NC(=O)C(Sc1nnnn1C)c1ccccc1 (configuration not stated) | -4 | -11 | 6 | -26 | -15 | 4 | 1.8 | 0 | 1
Cc1ccc2nc3n(c(=O)c2c1)CCC3 | 0 | 15 | 6 | 10 | -12 | -6 | -0.5 | 0 | 0
CCSc1nnc(NC(=O)c2ccccn2)s1 | -1 | -1 | 8 | -15 | -4 | 1 | -1.4 | 1 | -3
COc1ccc(NC(=O)C2CCN(C(=O)Cc3ccccc3)CC2)c(OC)c1 | -9 | 3 | 0 | -9 | -11 | -1 | 0.1 | -1 | -2
O=C(NCCN1CCOCC1)C1CCN(c2ncnc3c2sc2cccc(F)c23)CC1 | -8 | 8 | 9 | 19 | -13 | 4 | 2.5 | 1 | -2
O=C(Nc1ccccc1)Nc1ccc(C(=O)N2CCCC2)cc1 | 0 | 4 | 22 | 17 | -27 | -3 | 2.8 | 2 | 22
O=C(NCC1CCCO1)C(c1ccc(N2CCOCC2)cc1)N(C(=O)Cn1nnc2ccccc21)c1ccccc1F (configuration not stated) | 1 | 1 | 7 | 16 | -1 | 0 | 1.6 | 0 | 0
O=C(O)C1CC=CCC1C(=O)N1CCCC1 (configuration not stated) | 0 | -11 | 4 | 8 | 5 | 5 | 0.8 | -3 | -2
COc1ccc2c(c1)CC/C2=N\NC(=O)c1ccccc1 | 1 | -3 | 1 | 0 | -3 | 7 | 1.0 | -1 | -4
CC(=O)Nc1cccc(NC(=O)CSc2nnnn2C)c1 | -10 | 7 | -2 | -15 | -10 | -4 | -0.6 | 1 | -4
CC(C)N(C(=O)CSc1nnc(CSc2ncccn2)n1C)C(C)C | -9 | -2 | 4 | 8 | -11 | 0 | 1.4 | -1 | 1
CCOC(=O)c1cc2cc(CC(=O)c3ccc(OCC)cc3O)ccc2o1 | -2 | 2 | 4 | -7 | 2 | 5 | -5.4 | 2 | -1
N#Cc1cnn(Cc2ccccc2)c1/N=C/N1CCOCC1 | -4 | 2 | 1 | -33 | -23 | 1 | 3.3 | -4 | 3
COc1ccc(N2CCN(C(=O)c3ccc4nc(N5CCCCC5)sc4c3)CC2)cc1 | -11 | 14 | 6 | 23 | -9 | 10 | 2.0 | 0 | -3
COc1cc(C)ccc1OCCCCOc1ccccc1C(C)=O | 7 | -4 | 4 | -22 | -19 | 1 | -2.0 | -5 | -2
Cc1cc(C)c2[nH]c(=O)c(CN(CC3CCCO3)C(=O)c3cnccn3)cc2c1 (configuration not stated) | -10 | 8 | 7 | 16 | -1 | -8 | 1.1 | -1 | 0
CCN(c1ccccc1)S(=O)(=O)c1ccc(NC(=S)NC(=O)c2ccc(Br)o2)cc1 | -8 | -2 | 0 | 0 | 1 | 12 | 0.4 | 1 | 1
Cc1cc(C)n2cc(CSc3nnc(SCc4cn5c(C)cc(C)nc5n4)s3)nc2n1 | 0 | 2 | 1 | -16 | -17 | 0 | 0.9 | 0 | -4
O=C(CSc1n[nH]c(=O)n1C1CC1)c1ccc2c(c1)OCCO2 | -3 | 10 | -1 | -2 | 2 | · | -0.1 | 2 | -2
Cc1ccc(C(=O)Nc2ccc(C(F)(F)F)n(C)c2=O)cc1 | -2 | -3 | 5 | 15 | 5 | 10 | 0.1 | 0 | 0
CCOc1nc(CC)nc(NC(=O)NS(=O)(=O)c2ccccc2Cl)n1 | 1 | -4 | 0 | -5 | -7 | -1 | 0.5 | -1 | 0
Cc1ccc(C)c2c1cc(C)c1nnc(SCC(=O)N3CCCc4ccccc43)n12 | 0 | -3 | 6 | -1 | -1 | 3 | -0.2 | 1 | 0
Cc1cc(NC(=O)CCC(=O)NNC(=O)c2ccc(C(C)(C)C)cc2)no1 | 3 | -6 | 1 | 3 | -8 | 0 | 1.3 | -1 | -6
CCOC(=O)C1(Cc2ccc(OC)cc2)CCN(C(=O)CCn2ccc(C)n2)CC1 | 5 | -4 | 9 | 6 | -19 | 1 | 0.0 | -2 | 1
CSc1ccccc1C(=O)NC1CCCCCC1 | 4 | 0 | 2 | 21 | -11 | -1 | 0.0 | 1 | -1
CCC(C)NCC(O)COCc1ccc(Cl)cc1 (configuration not stated) | -3 | 3 | 6 | -20 | -1 | 5 | -2.1 | 0 | 3
CC1CCN(c2nnc(-c3ccccc3)c3ccccc23)CC1 | 0 | -2 | 9 | -6 | -24 | 14 | 0.8 | -1 | 3
Cc1nc2c(Cl)cc(Cl)cc2[nH]1 | 5 | -6 | 3 | -3 | -4 | 1 | -2.6 | -2 | -1
COc1ccc(S(=O)(=O)N2CCC(C(=O)N3CCC(C(N)=O)CC3)CC2)cc1Cl | -7 | 2 | -1 | -14 | -9 | 0 | 2.3 | 1 | 0
CCC(Oc1ccccc1)C(=O)N1CCC(C(N)=O)CC1 (configuration not stated) | 5 | 8 | 0 | -16 | -3 | 1 | 3.1 | 2 | -4

Runt-CBFb FRET: what is marked active above.
| structure | RBBP9 inh | NPY2 pot ag | NPY1 pot ag | S1P4 antag | NPY Y1 blocker | S1P4 agonist | Runt-CBFb FRET |
| --- | --- | --- | --- | --- | --- | --- | --- |
| O=C(CN1CCN(c2ccccc2)CC1)Nc1cccc(C(F)(F)F)c1 | -2 | -12 | -21 | 2 | 20 | -1.6 | 59* |

Bioassay records: PubChem, several laboratories

Not a hit list; overall some 3.6% were active at least once.
